Compound activity as filed in PubChem.
Htt clearance: clearance of mutant huntingtin inclusions, primary screen, imaging, HeLa Exon1htt(103Q)mCFP, confocal imaging; aggregate imaging; zero = plate's median compound well; inhibition, % at 1.5 µM; hit rate 0.42% among 47,000;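 active means inhibition of aggregate fluorescence above about 70%, also judged a hit by eye on the cell image, limit read from the data, passing the limit was not always enough; inconclusive means no rule stated for this call; inactive means not judged a hit on image review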;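 further: cells exposed to compound for three days before fixation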
Htt clearance grain fraction: second read-out of Htt clearance, no call of its own (marks repeat the call); fraction fluorescence in grains; measured here: aggregate grain fluorescence fraction; hits give low values;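 scaled fraction of total cell fluorescence in grains with unit not stated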
Starred values were filed as active, the others as inactive; ? = inconclusive; . = no result given. An excerpt; count on the stated rates, not on these rows.

Values run as follows: Htt clearance grain fraction	Htt clearance
O=C(COc1ccc(S(=O)(=O)N2CCCCC2)cc1)NC1CCCCC1
    22	-11
O=C(c1cccs1)N1CCN(CCc2ccccc2)CC1
    11	44
Cc1cnc(NC(=O)C2COc3ccccc3O2)s1 (stereo not drawn)
    41	-2
N#Cc1cccc(NC(=O)c2ccccc2C(=O)O)c1
    15	24
COc1ccc2nc(NC(=O)CCNS(=O)(=O)c3ccc4c(c3)oc(=O)n4C)sc2c1
    37	0
CC(=O)C1=C(C)NC(=O)NC1c1cccs1 (stereo not drawn)
    27	-12
O=C(OCc1ccccc1)c1ccc(Br)o1
    9.2	52
CCCCn1c(-c2ccncc2)nc2c1c(=O)[nH]c(=O)n2CC(C)C
    39	1
CCOC(=O)/C=C1\SCC(=O)N1CC(=O)c1ccc[nH]1
    32	-2
O=C1CCN(S(=O)(=O)c2ccccc2)C2CCCCC12 (stereo not drawn)
    11	41
Cc1ccc(C(=O)c2c(C)oc3c2C(=O)C(=O)c2ccccc2-3)cc1
    56	-44
Cc1cccc(C(=O)N2CCC(n3nnc4cc(F)ccc43)CC2)c1
    44	-19
COCCn1nnnc1C(c1cc2ccc(C)cc2[nH]c1=O)N(Cc1ccco1)Cc1cccs1 (stereo not drawn)
    27	21
CCOc1ccc(CNC(=O)C2CC(=O)N(C3CCCC3)C2)cc1OC (stereo not drawn)
    23	-13
Cc1onc(-c2c(F)cccc2Cl)c1C(=O)Nc1nc2c(s1)CCCC2
    27	-44
Cc1ccc(NC(=O)C(C)Sc2nnc(-c3cccnc3)n2-c2ccccc2)cc1 (stereo not drawn)
    22	29
CCCn1c(SCC(=O)N2c3ccc(F)cc3CCC2C)nnc1-c1ccccn1 (stereo not drawn)
    24	-36
Cc1nc2ccc(F)cc2cc1C(=O)NCC1CCCO1 (stereo not drawn)
    15	22
CCOC(=O)c1ccc2ncc(C(=O)OCC)c(NCc3ccco3)c2c1
    28	19
O=C(NC1CCCCCC1)c1cccs1
    27	-32
O=C(Nc1ccc2c(c1)oc1ccc(S(=O)(=O)N3CCCC3)cc12)C1CC1
    21	-5
COC(=O)CSc1nc2ccccc2c(=O)n1C
    37	2
CCOC(=O)c1ccc(CNC(=O)c2n[nH]c(=O)c3ccccc23)o1
    38	3
CC1CCN(S(=O)(=O)c2ccc3c(c2)c(=O)c(C(=O)NC2CCCC2)cn3C)CC1
    26	32
O=C(Cn1nc(Cc2cccnc2)c2ccccc2c1=O)NCC1CCCO1 (stereo not drawn)
    19	42
CCCN(CC1CC1)S(=O)(=O)c1ccc(-n2cnnn2)c(OC)c1
    23	-18
Cc1onc(-c2c(F)cccc2Cl)c1C(=O)NC1CCSC1=O (stereo not drawn)
    35	-80
COc1ccccc1N1CCN(C(=O)c2ccc(S(=O)(=O)N3CCCCCC3)cc2)CC1
    21	-13
Cc1csc(NC(=O)CSc2nnc(-c3ccncc3)n2C)n1
    28	18
COC(=O)COc1ccc(S(=O)(=O)Nc2ccc(C(N)=O)cc2)cc1
    18	8
CCOc1ccccc1C1C(C#N)=C(N)Nc2onc(-c3ccccc3)c21 (stereo not drawn)
    25	27
CCCCNC(=O)OC1CCS(=O)(=O)C1 (stereo not drawn)
    8	58
Cn1cc(SCC(=O)N2CCN(c3ccccc3)CC2)c2ccccc21
    44	9
Cc1cc(S(=O)(=O)N2CCN(Cc3ccccc3)CC2)c(C)s1
    35	2
COc1ccc(C2(C(=O)Nc3ccc(C(=O)O)cc3)CCOCC2)cc1
    26	-30
COc1ccc(C2C(C#N)=C(N)Oc3n[nH]c(-c4ccccn4)c32)c(OC)c1OC (stereo not drawn)
    55	-49
CCN(CC)CCCN(Cc1cc2ccc(C)c(C)c2[nH]c1=O)C(=O)NC1CCCCC1
    58	-54
Cc1csc(/C(C#N)=N/O)n1
    18	41
CC1CCCCC1NC(=S)Nc1ccc(SC(F)F)cc1 (stereo not drawn)
    21	-5
CSc1ccccc1-n1nnnc1SCc1ccccc1
    18	5
Cc1cccc(N(CC(=O)NC2CCCC2)C(=O)c2c(C)noc2C)c1
    40	0
Cc1ccc(C(=O)CSc2nn3c(=O)c(C(C)(C)C)nnc3s2)cc1
    63	-60
CC(=O)CCc1ccc(OCCCCn2cncn2)cc1
    18	-8
Cc1[nH]c(=O)[nH]c(=O)c1CSc1nnc([C@@H](NC(=O)OC(C)(C)C)C(C)C)o1
    25	18
O=c1nc2c(-c3ccccc3F)n[nH]n2c2ccccc12
    54	-58
C=CCSc1nnc(-c2cnn(-c3ccccc3)c2-n2cccc2)n1C
    24	-20
CCOc1ccc(-c2noc(CCC(=O)O)n2)cc1
    150	-319
CC1=CC(C)(C)N(S(=O)(=O)c2ccc(F)cc2)c2ccc(C)cc21
    27	3
CCc1cc(C(=O)NNC(=S)Nc2cc(C)ccc2C)cs1
    37	-97
O=C(C1CCCCC1)N1CCN=C1SCc1cccnc1
    18	55
COc1ccccc1S(=O)Cc1ccc(C(=O)O)o1 (stereo not drawn)
    52	-28
Cc1ccc(C)c(-n2c(SCC(=O)N3CCCC3)nnc2-c2ccccn2)c1
    8.3	54
COc1ccccc1OCCSc1nc(N)cc(N)n1
    21	-2
O=C1c2ccccc2CC1Sc1nnc(-c2ccccn2)o1 (stereo not drawn)
    18	20
Clc1ccc(-c2nnc(SCc3ccon3)o2)c(Cl)c1
    34	-71
O=C1CSC(c2ccccc2)N1CC12CC3CC(CC(O)(C3)C1)C2 (stereo not drawn)
    28	24
Cn1c2c(c(=O)n(C)c1=O)C(NC(=O)c1cccs1)(C(F)(F)F)C(=O)N2 (stereo not drawn)
    42	-20
Cc1cc(C(F)(F)F)n(-c2nc(C(=O)Nc3ccccc3Oc3ccccc3)cs2)n1
    41	-5
Cc1occc1C(=O)NC(C)c1ccc2c(c1)OCO2 (stereo not drawn)
    23	-20
CCC1CCCCN1C(=O)CSc1nnc(-c2ccc(Cl)cc2)o1 (stereo not drawn)
    53	-18

(next part)
Values run as follows: Htt clearance grain fraction	Htt clearance
COc1ccc(OC)c(NC(=O)Nc2cccc3ccccc23)c1
    16	15
CC(C)(O)c1nnn(-c2ccccc2)c1C(F)(F)F
    24	-13
Cc1nc(NCc2ccco2)c2oc3ccccc3c2n1
    43	-24
COc1ccccc1NS(=O)(=O)c1ccc(NC(C)=O)cc1
    16	22
CCOC(=O)CSc1nnc(N)s1
    47	-29
Cc1nnc(SCC(=O)Nc2ccc3c(c2)OCO3)o1
    18	54
Cc1cc(=O)[nH]c2c1cnn2Cc1ccccc1
    26	-43
COc1ccccc1N(CC(=O)NC1CCCC1)C(=O)c1csnn1
    29	-42
Cc1nc2nc(C)c(CCC(=O)Nc3ccc4c(c3)OCO4)c(C)n2n1
    33	7
O=C1CCC2c3ccc4ccccc4c3CCN12 (stereo not drawn)
    25	-33
CCOc1ccc(OCC)c(C2C(C#N)=C(N)N(c3cccnc3)C3=C2C(=O)CC(C)(C)C3)c1 (stereo not drawn)
    23	-16
Cc1ccc(N2CC(C(N)=O)CC2=O)cc1C (stereo not drawn)
    20	-10
CC(C)COC(=O)c1nnsc1NC(=O)Nc1ccccc1
    21	-14
CN1CCN(c2ccc(NC(=O)Cc3ccccc3)cc2)CC1
    31	-78
N#CC1=C2SCCN2C(=O)C(C#N)C12CCCCC2 (stereo not drawn)
    52	-33
Cc1noc(C)c1CSc1nnc(-c2cc(Cl)ccc2Cl)n1N
    .	?
CCn1c(SCc2ccc(C)cc2)nnc1-c1cnccn1
    35	4
CCOc1ccc(N(CC(=O)NC(C)CC)S(C)(=O)=O)cc1 (stereo not drawn)
    13	30
CCCc1cc(C(=O)Cc2nc3ccccc3s2)c(O)cc1O
    49	-22
O=C(CS(=O)CC(=O)N(CC(=O)NC1CCCC1)C1CCCC1)Nc1ccc(F)cc1 (stereo not drawn)
    35	8
COc1cccc(N2CCN(C3CC(=O)N(c4ccc(F)c(Cl)c4)C3=O)CC2)c1 (stereo not drawn)
    23	-19
NC(=O)NC(Cc1ccccc1)C(=O)NCC1(N2CCCCC2)CCCCC1 (stereo not drawn)
    14	24
CCC(C)NC(=O)c1c(F)c(F)c(F)c(F)c1F (stereo not drawn)
    13	33
Cc1nc(CSc2nnc3scc(-c4ccccc4)n23)cs1
    32	7
O=C1C(Cl)=C(N2CCN(Cc3ccccc3)CC2)C(=O)N1c1ccccc1
    45	-32
CN1C(=O)N(C)C2(c3ccccc3)N(C)C(=O)NC12c1ccccc1 (stereo not drawn)
    17	12
COc1cccc(C(=O)Nc2ccc(N3CCN(Cc4ccccc4)CC3)cc2)c1
    9.6	51
COc1ccc(NC(=O)Cc2ccccc2)cc1
    43	-144
CCOCCCNC(=O)C1CCN(S(=O)(=O)CC)CC1
    35	10
Cc1ccc2cccc(OC(=O)c3ccc4c(c3)OCCO4)c2n1
    31	1
CC(C)CNC(=S)NNC(=O)c1ccco1
    21	-10
CCC(C)(C)n1nnnc1CN1CCC(O)(c2cccc(C(F)(F)F)c2)CC1
    17	10
CC(=O)Nc1ccc(Nc2ncnc3c2cnn3-c2ccccc2)cc1
    17	25
CN(c1cccc(NC(=O)c2ccccc2N(C)S(C)(=O)=O)c1)S(C)(=O)=O
    24	-30
Cc1nc(NCCCn2ccnc2)c2oc3ccccc3c2n1
    19	9
Cc1ccc(-c2noc(CN3CCN(c4ccccc4F)CC3)n2)cc1
    24	27
O=C(NCc1ccccc1)N1CCC(c2nc3ccccc3[nH]2)CC1
    36	0
Cc1cccc(-n2ncc3c(N4CCC(C)CC4)ncnc32)c1
    53	-9
CCC1C(=O)CC(c2ccco2)NC1c1ccco1 (stereo not drawn)
    11	41
CCOC(=O)CCc1c(C)nc(SCCCn2c(=O)[nH]c3ccccc32)c(C#N)c1C
    13	19
Cc1cc(C)c(NC(=O)C2CCCN2CCO)c(C)c1 (stereo not drawn)
    52	-12
CCn1c(SCC(=O)N2c3ccccc3Sc3ccc(Cl)cc32)nc2c1c(=O)n(C)c(=O)n2C
    7	61
Cc1ccc(OCC(=O)c2c(O)c3ccccc3oc2=O)cc1C
    38	-5
O=C(CSc1nnc(COc2ccccc2)n1Cc1ccco1)c1ccc(F)cc1
    57	-58
O=C(CSc1nnc(-c2cnccn2)n1Cc1ccco1)c1ccc(Cl)cc1
    14	29

An excerpt from above in order of the Htt clearance grain fraction value, high to low.
Values run as follows: Htt clearance grain fraction	Htt clearance
O=C(CSc1nnc(COc2ccccc2)n1Cc1ccco1)c1ccc(F)cc1
    57	-58
Cc1ccc(OCC(=O)c2c(O)c3ccccc3oc2=O)cc1C
    38	-5
Cc1ccc(-c2noc(CN3CCN(c4ccccc4F)CC3)n2)cc1
    24	27

Remaining list, next part.
Values run as follows: Htt clearance grain fraction	Htt clearance
Cc1ccnc2c1NC(=O)c1cccnc1N2C1CC1
    18	0
COc1ccc(C)cc1NS(=O)(=O)c1ccc(NS(=O)(=O)c2ccc(NC(C)=O)cc2)cc1
    20	-2
COc1ccc(NC(=O)N(C2CCCCC2)C(C)c2ccco2)c(OC)c1 (stereo not drawn)
    31	11
CCN(CC)c1nc2c(s1)C(=O)CC(C)(C)C2
    30	-89
Nc1nc(Nc2cccc(C(F)(F)F)c2)nc(C(F)(F)F)n1
    45	-13
O=C(Nc1nc2c(Cl)cccc2s1)c1ccc(Br)o1
    14	25
CN(C)S(=O)(=O)c1ccc(C(=O)Nc2ccc(OCC(=O)N3CCOCC3)cc2)cc1
    21	3
CC(C)C(NS(=O)(=O)c1ccc(Br)s1)C(=O)O (stereo not drawn)
    53	-46
Cc1ccc(OCc2nnc(SCC(=O)c3cccs3)n2-c2ccccc2)cc1C
    25	43
COc1ccc(S(=O)(=O)Nc2ccc(NC(C)=O)cc2)cc1OC
    19	5
COc1ccc(NC(=O)Nc2cccs2)cc1OC
    12	32
CCOc1ccccc1-c1nnc(SCC(=O)Nc2ccccc2)o1
    30	-53
[O-][n+]1onc2c1C(N1CCOCC1)CCC2N1CCOCC1 (stereo not drawn)
    20	3
CN(Cc1nc(-c2ccccn2)no1)S(=O)(=O)c1ccc(Br)cc1
    37	1
COc1ccc(C(=O)NCC2OCCc3ccccc32)c(O)c1 (stereo not drawn)
    11	44

Nothing new here: an excerpt of the list.
Values run as follows: Htt clearance grain fraction	Htt clearance
COc1ccc(NC(=O)Nc2cccs2)cc1OC
    12	32
CCOc1ccccc1-c1nnc(SCC(=O)Nc2ccccc2)o1
    30	-53
[O-][n+]1onc2c1C(N1CCOCC1)CCC2N1CCOCC1 (stereo not drawn)
    20	3
CN(Cc1nc(-c2ccccn2)no1)S(=O)(=O)c1ccc(Br)cc1
    37	1
COc1ccc(C(=O)NCC2OCCc3ccccc32)c(O)c1 (stereo not drawn)
    11	44

Next section:
Values run as follows: Htt clearance grain fraction	Htt clearance
O=C(O)CCC(=O)NC1CCCCCCC1
    10	50
COc1cc(C)c(S(=O)(=O)N2CCOCC2)cc1C
    30	-50
O=C(CSCc1cnn(-c2ccccc2)c1-n1cccc1)NCc1cccs1
    25	34
CCCC1=C(C(=O)OCC)C(c2ccc(O)cc2)n2ncnc2N1 (stereo not drawn)
    40	-7
O=C(O)CCC(=O)Nc1ccc2c(c1)oc1ccccc12
    15	17
NC(=O)C1(N2CCCCC2)CCN(C(=O)Nc2ccccc2C(F)(F)F)CC1
    20	-8
CCn1c(SCC(=O)N2CCN(c3ccccc3)CC2)nnc1-c1ccoc1C
    21	45
CCOC(=O)C1=C(C)NC(SC)=NC1c1ccccc1 (stereo not drawn)
    12	40
COc1ccc(-c2nnc(SCc3cc(C)cc(C)c3)o2)cc1
    30	-1
CC1=CCC(C(=O)O)C(C(=O)O)C1 (stereo not drawn)
    25	27

Two entries from above, field by field:
CCOc1ccc(CNC(=O)C2CC(=O)N(C3CCCC3)C2)cc1OC (stereo not drawn)
  Htt clearance grain fraction: 23
  Htt clearance: -13

Cc1onc(-c2c(F)cccc2Cl)c1C(=O)Nc1nc2c(s1)CCCC2
  Htt clearance grain fraction: 27
  Htt clearance: -44
